TIM10 inh = TIM10 yeast growth inhibition; inhibition, % at 10 µM; 330,000 tested, 1.4% active; S. cerevisiae TIM10 strain growth, BacTiter-Glo luminescence, 24 h;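 active = inhibition of 40% or more at the single tested concentration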;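 also: wild-type TIM10 isogenic control strain grown at permissive 25 °C; 0% = DMSO yeast wells and 100% = minimal medium wells without yeast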
APJ agonist = APJ receptor agonism | P35414 | CHO-K1 APJ PathHunter beta-arrestin, luminescence; 0% DMSO wells, 100% apelin | activation, % at 20 µM | 330,000 tested, 0.11% active | AID 2520;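 active = activation more than six SD over the plate average, tested at 20 µM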;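 also: 0% = DMSO alone and 100% = apelin-13 at 10 nM; some results filed as inactive read as strong as hits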
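Assay system: CHO-K1 APJ beta-arrestin complementation cell line / Compound: single test compound dose, 20 µM final, 1% DMSO / Times: overnight seeding, 90 min compound at 25 °C, 1 h detection / Technique: beta-gal luminescence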
tim10-1 inh = inhibits growth of tim10-1 mutant yeast; inhibition, % at 20 µM; AID 463190; S. cerevisiae tim10-1 ts strain growth, BacTiter-Glo, 24 h; 330,000 tested, 2.2% active;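 active = inhibition of at least 40%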;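 also: mutant grown at 25 °C; 0% = DMSO wells with yeast and 100% = wells holding no yeast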
XBP1 UPR activ = activators of adaptive arm of unfolded protein response (XBP1). 330,000 tested, 0.33% active. CHO-XBP1 luciferase reporter, IRE1-XBP1 UPR activation, luminescence; percent of tunicamycin response, DMSO as zero. AID 463104. activation, % at 20 µM;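 active = versus positive control, 20 µM dose yields 30% or more activation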;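 also: 100% = tunicamycin at 10 µg/mL and 0% = DMSO only wells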
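Assay system: CHO-XBP1 luciferase reporter cells; Schedule: 6 h treatment, 37 °C; Detection: glow luminescence from Steady-Glo reagent; Benchmarks: high control tunicamycin 10 µg/mL final, low control DMSO vehicle only.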
tim23-1 inh = inhibits growth of tim23-1 mutant yeast; S. cerevisiae tim23-1 growth, BacTiter-Glo luminescence, 24 h; inhibition, % at 20 µM; 330,000 tested, 1.3% active;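 active = growth inhibition of the mutant yeast at or above 50%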;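 also: temperature-sensitive mutant grown at 25 °C; plate controls were DMSO-treated mutant yeast for no effect and medium wells lacking yeast for full effect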
GRIN3A LBD mod = NR3A (human) ligand-binding domain modulation | NR3A LBD differential scanning fluorimetry, Tm shift; 0% = protein alone, 100% = glycine-bound protein | Tm shift relative to glycine control, % at 25 µM | 340,000 tested, 2.5% active;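 active = melting temperature shift of at least 10% of the positive control shift, at one fixed dose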
NLRP3 yeast inh = blocks the NALP3 inflammasome reconstituted in yeast; Yeast reconstituted NLRP3/ASC/caspase-1, beta-gal luminescence, 24 h; inhibition, % at 10 µM; 330,000 tested, 0.39% active;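 active = inhibition of 50% or more; inactive = inhibition below 50%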;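 also: plate controls were induced DMSO wells for no effect and uninduced yeast grown without galactose for full effect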
Mdm2-MdmX inh = inhibitors of human Mdm2/MdmX interaction | O15151+Q00987 | SaOS-2 split-luciferase Mdm2/MdmX complementation, luminescence | inhibition, % at 8 µM | 330,000 tested, 3% active | AID 485346;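 active = inhibition of at least 50% at 8 µM in the primary screen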
Target sequence (O15151 whole entry, looked up): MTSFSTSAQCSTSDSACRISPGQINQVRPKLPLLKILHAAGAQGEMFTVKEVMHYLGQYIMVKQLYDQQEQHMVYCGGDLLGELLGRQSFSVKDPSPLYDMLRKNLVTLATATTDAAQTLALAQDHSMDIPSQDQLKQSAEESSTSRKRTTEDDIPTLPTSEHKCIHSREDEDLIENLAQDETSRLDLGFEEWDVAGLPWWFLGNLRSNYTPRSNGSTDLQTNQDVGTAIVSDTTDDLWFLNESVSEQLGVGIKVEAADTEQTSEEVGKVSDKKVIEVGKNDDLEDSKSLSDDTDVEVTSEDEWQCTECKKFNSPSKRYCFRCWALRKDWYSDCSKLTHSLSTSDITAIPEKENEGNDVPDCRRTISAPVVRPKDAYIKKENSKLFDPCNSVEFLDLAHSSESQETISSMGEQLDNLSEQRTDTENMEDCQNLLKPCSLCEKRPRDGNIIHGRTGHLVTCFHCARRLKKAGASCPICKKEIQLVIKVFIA
Target sequence (Q00987 whole entry, looked up): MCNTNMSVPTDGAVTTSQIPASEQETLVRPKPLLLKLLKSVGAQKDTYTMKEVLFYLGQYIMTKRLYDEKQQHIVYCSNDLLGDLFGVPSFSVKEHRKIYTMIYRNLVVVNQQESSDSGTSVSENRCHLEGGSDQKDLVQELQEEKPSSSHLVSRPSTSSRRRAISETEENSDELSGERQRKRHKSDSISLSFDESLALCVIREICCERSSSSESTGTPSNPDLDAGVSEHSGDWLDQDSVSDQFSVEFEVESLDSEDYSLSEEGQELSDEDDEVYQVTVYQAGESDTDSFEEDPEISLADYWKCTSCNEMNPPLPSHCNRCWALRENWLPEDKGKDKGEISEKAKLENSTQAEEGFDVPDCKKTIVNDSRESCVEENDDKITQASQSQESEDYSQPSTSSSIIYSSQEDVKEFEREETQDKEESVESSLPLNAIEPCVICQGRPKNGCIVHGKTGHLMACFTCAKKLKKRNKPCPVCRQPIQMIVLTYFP
CHOP UPR activ = activators of apoptotic arm of unfolded protein response (CHOP). activation, % at 10 µM. CHO-CHOP luciferase reporter, UPR activation, luminescence; percent of tunicamycin response over DMSO baseline. 330,000 tested, 0.34% active;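 active = at 10 µM dose, activation of 40% or more, normalized to positive control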;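 also: 100% = tunicamycin at 10 µg/mL and 0% = DMSO alone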
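Assay system: CHO cells with stable CHOP pathway luciferase reporter; Buffer or medium: F12 plus 10% serum; Times: 16-18 h cell attachment, then 6 h compound exposure, 37 °C; Signal: luciferase luminescence; Read-out basis: percent activation relative to tunicamycin control; Control set: tunicamycin high control, DMSO low control.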
* marks the source's active call; other numbers are inactive results; / = no result given.

The line under a structure holds: tim23-1 inh | CHOP UPR activ | APJ agonist | GRIN3A LBD mod | tim10-1 inh | XBP1 UPR activ | Mdm2-MdmX inh | TIM10 inh | NLRP3 yeast inh
> O=C(N/C(=C\c1ccc([N+](=O)[O-])cc1)C(=O)N1CCOCC1)c1ccco1
 : -3 | 1.4 | -1 | 1 | -22 | -5 | -23 | 4 | 5
> CS(=O)(=O)N(CC(=O)N/N=C/c1ccc(OCC(=O)N2CCOCC2)cc1)c1ccccc1Cl
 : 9 | -1.1 | -1 | 2 | 9 | 0 | 15 | 4 | 4
> CCN(C(=O)Cc1c(C(=O)O)n(C)c2ccccc12)c1ccc(F)cc1
 : 19 | 2.8 | 0 | -2 | 16 | -1 | -22 | -3 | -8
> O=C(NNC(=O)c1cc(Br)c(Br)s1)c1ccncc1
 : 9 | 2.2 | 0 | 1 | 8 | -1 | -10 | 4 | 16
> c1nnn(C23CC4CC(CC(C4)C2)C3)n1
 : -4 | -0.9 | -4 | 1 | 5 | 0 | 6 | -9 | 8
> COCCNC(=O)C1CCN(C(=O)C2CC(=O)N(c3ccc(C)cc3)C2)CC1 (stereo not drawn)
 : -1 | 0.7 | -2 | 0 | 3 | 0 | 12 | -14 | 12
> CC1(C)CC(N(Cc2cccs2)C(=O)c2ccco2)CCO1 (stereo not drawn)
 : 3 | 0.2 | 3 | -2 | 6 | 0 | -10 | -1 | 28
> CCc1onc(C)c1C(=O)Nc1ccc(N2CCOCC2)cc1
 : -5 | 3.3 | -2 | 0 | 2 | 3 | 13 | 5 | 12
> Cc1ccc(OCC(O)CN2CCN(CC(O)COc3ccc(C)cc3)CC2)cc1 (stereo not drawn)
 : 6 | 1.7 | -3 | 1 | 4 | 0 | 2 | 4 | 15
> CCOc1cccc(C=NCCc2ccc(OC)c(OC)c2)c1O
 : 7 | 0.8 | -3 | 0 | -3 | -9 | 15 | 11 | -8
> CCOC(=O)c1cc(CC)sc1NC(=O)COC(=O)c1cc[n+]([O-])cc1
 : 2 | 0.0 | -2 | -1 | -9 | -1 | -16 | 4 | 16
> CC(=O)c1cccc(NC(=O)CSc2ccc(-c3ccc4c(c3)OCO4)nn2)c1
 : -21 | 1.7 | 5 | -8 | -9 | -2 | 15 | -14 | 9
> CCC(C)c1ccccc1NC(=O)COC(=O)CCc1cc(OC)c(OC)c(OC)c1 (stereo not drawn)
 : 19 | 2.1 | -2 | -2 | 20 | 0 | -3 | -4 | 7
> O=C(CSc1ccc2ccccc2c1)Nc1ccc(S(=O)(=O)Nc2nccs2)cc1
 : 19 | 0.5 | 1 | 13* | 19 | 0 | -16 | 0 | 12
> Cc1ccc2nc3n(c(=O)c2c1)-c1ccccc1C(=O)NC3Cc1ccc(O)cc1 (stereo not drawn)
 : 0 | 1.6 | -4 | / | -11 | 2 | 16 | -5 | 25
> O=C(O)CCN1C(=O)C(=C2CCCCCC2)SC1=S
 : 0 | -2.2 | -3 | 2 | 1 | -4 | 22 | -4 | 19
> COc1ccc(C(=O)NC(=S)Nc2ccc(S(=O)(=O)Nc3cc(C)on3)cc2)cc1OC
 : -14 | 0.7 | -6 | 0 | 12 | -3 | -16 | 5 | -1
> COc1ccc(-c2nnn(CCc3nn[nH]n3)n2)cc1
 : 17 | -0.4 | 2 | -1 | -6 | -2 | 25 | -7 | 3
> CCc1c(C)sc2nc(SCC(=O)Nc3cc(C)on3)n(CCOC)c(=O)c12
 : 16 | 2.3 | -1 | 0 | 9 | -5 | 24 | 2 | 4
> CC(C)c1cc(C(=O)OCC(=O)NC(=O)NCc2ccco2)c(O)c(C(C)C)c1
 : 37 | -0.7 | -3 | -4 | 19 | 5 | 19 | 2 | 14
> Cc1ccc(S(=O)(=O)CCC(=O)OCC(=O)Nc2ncc(Cl)cc2Cl)cc1
 : 16 | -0.5 | 1 | -1 | 22 | -3 | -20 | 1 | 10
> O=C(C1CCCCC1)N1CCCC(c2nc(-c3ccc(F)cc3)no2)C1 (stereo not drawn)
 : 17 | 0.5 | -1 | -1 | 37 | 0 | 0 | 15 | -9
> CC(OC(=O)Cc1c[nH]c2ccccc12)C(=O)N(C)c1ccccc1 (stereo not drawn)
 : -1 | 0.5 | -7 | 0 | 7 | 7 | 8 | 3 | 2
> O=C(CN1C(=O)/C(=C2\SC(=S)N(C3CCS(=O)(=O)C3)C2=O)c2ccccc21)Nc1ccc(F)cc1 (stereo not drawn)
 : 6 | 12 | 4 | 1 | 17 | -5 | 6 | 14 | -4
> COc1ccccc1/C=N/N1C(=O)C2C3C=CC(CC3)C2C1=O (stereo not drawn)
 : -7 | 2.2 | -3 | -1 | 7 | -2 | 5 | -8 | 11
> COc1ccccc1C/C(N)=N/OC(=O)COc1ccc(C)cc1C
 : 37 | -1.7 | -1 | 1 | 48* | -1 | -1 | 43* | 7
> Cc1cc(C)cc(OCC(=O)N(Cc2cccs2)C2CCS(=O)(=O)C2)c1 (stereo not drawn)
 : 17 | -0.4 | -4 | -1 | 26 | 0 | 10 | 9 | 0
> Cc1cc(O)c(C2(O)C(=O)Nc3cc(Br)ccc32)cc1C (stereo not drawn)
 : -3 | -1.8 | -1 | 1 | 12 | -4 | 9 | -1 | 9
> CCCNS(=O)(=O)c1cc2c3c(c1)C(C)C(=O)N3CCC2 (stereo not drawn)
 : 7 | 2.3 | -3 | 2 | 14 | -1 | 33 | -1 | 7
> COCc1cc(C2C(C(=O)c3ccco3)=C(O)C(=O)N2CCOCCO)ccc1O (stereo not drawn)
 : -1 | -1.6 | 0 | 0 | -2 | -7 | -8 | -7 | 17

Limited to TIM10 inh, for some of the entries so far:
compound | TIM10 inh
O=C(NNC(=O)c1cc(Br)c(Br)s1)c1ccncc1 | 4
c1nnn(C23CC4CC(CC(C4)C2)C3)n1 | -9
COCCNC(=O)C1CCN(C(=O)C2CC(=O)N(c3ccc(C)cc3)C2)CC1 (stereo not drawn) | -14

More results follow.
The line under a structure holds: tim23-1 inh | CHOP UPR activ | APJ agonist | GRIN3A LBD mod | tim10-1 inh | XBP1 UPR activ | Mdm2-MdmX inh | TIM10 inh | NLRP3 yeast inh
> CCOc1cc2[nH]c(=S)n(Cc3ccc(C(=O)N4CCN(C)CC4)cc3)c(=O)c2cc1OCC
 : -2 | -1.9 | 10 | -3 | 5 | 8 | 92* | -4 | 4
> O=C(Nc1nnc(/N=C/c2ccco2)s1)c1ccc(F)cc1
 : 14 | 5.3 | -1 | 0 | 11 | 4 | -19 | 6 | 1
> CC1Oc2ccccc2N(CC(=O)NC2CCCC2)C1=O (stereo not drawn)
 : 3 | 0.2 | -1 | 0 | 3 | -2 | 6 | -5 | 6
> CCOC(=O)CNC(=O)Cc1ccc(Cl)cc1
 : 1 | 3.2 | 1 | 0 | 4 | 0 | -18 | 2 | 8
> O=C(Nc1cccc(-c2nc3cccnc3s2)c1)c1ccco1
 : 47 | 1.6 | 3 | -18 | -63 | 3 | -37 | 4 | 33
> CCCCNC(=S)Nc1cccc(C(C)=O)c1
 : 16 | 1.8 | 1 | 1 | 13 | 2 | 20 | -10 | 10
> CCCc1c(O)nc(SC2CC(=O)N(c3ccc(OC)cc3)C2=O)[nH]c1=O (stereo not drawn)
 : 2 | 2.1 | -1 | -3 | -8 | 1 | 0 | -6 | 1
> COc1ccc(Cn2nc(C(=O)O)c3ccccc3c2=O)cc1F
 : 11 | 0.2 | -4 | -1 | 6 | 9 | 5 | 10 | 12
> O=C1C2C3c4ccccc4C(c4ccccc43)[C@@H]2C(=O)N1c1nc(-c2ccccc2)cs1 (stereo partly drawn)
 : 6 | 3.0 | -2 | -2 | 8 | 1 | -9 | 7 | 3
> COc1cc(-c2[nH]ncc2CN2CCN(Cc3cccs3)CC2)cc(OC)c1OC
 : 15 | -2.8 | 0 | 0 | 15 | 1 | 21 | -20 | 10
> O=C(OCC(=O)N1CCc2ccccc21)c1ccncc1
 : -8 | -1.3 | -1 | 1 | -26 | 0 | -5 | 1 | 11
> O=C(Nc1cc(S(=O)(=O)N2CCOCC2)ccc1N1CCOCC1)c1ccccc1[N+](=O)[O-]
 : 6 | 2.0 | -2 | 0 | 4 | -1 | 21 | 4 | 17
> Nc1c(S(=O)(=O)c2cc(Cl)ccc2Cl)c2nc3ccccc3nc2n1CCN1CCOCC1
 : 19 | 0.0 | 0 | -2 | 33 | 0 | 18 | 13 | 14
> CCOC(=O)C1=C(COC(=O)C2(C)CC2(Cl)Cl)NC(=O)NC1c1ccc(OC)cc1 (stereo not drawn)
 : 20 | -0.7 | -3 | -3 | 19 | -2 | 19 | -1 | 5
> CCn1cc(C(=O)NCCC(=O)OC)c(=O)c2cc3c(cc21)OCO3
 : -11 | -1.9 | 0 | 0 | 1 | -2 | 20 | -3 | -8
> CCOC(=O)c1c(NC(=O)c2ccc(Br)o2)sc(C)c1CC
 : 20 | 0.0 | -5 | 1 | 7 | -1 | 26 | 1 | -1
> CCCCn1c(N)c(N(CCOC)C(=O)C2CCN(C(=O)c3ccc(F)cc3)CC2)c(=O)[nH]c1=O
 : -25 | 1.0 | 4 | 0 | -23 | 1 | 2 | 0 | 12
> Cc1ccccc1CC(=O)NCc1cccnc1
 : -9 | 0.0 | -2 | 0 | -14 | -7 | 17 | 6 | 10
> CCC(C(=O)NCC1CCCO1)N(Cc1ccc(F)cc1)C(=O)CNS(=O)(=O)c1ccccc1 (stereo not drawn)
 : 6 | 0.2 | 2 | -1 | -10 | 3 | 17 | -8 | 12
> Cc1ccc(S(=O)(=O)N2CCN(C(=O)c3ccc4ccccc4n3)CC2)c(C)c1
 : 45 | 0.8 | -2 | -1 | 22 | 0 | -77 | 9 | 9
> O=C(NCCCO)NC12CC3CC(CC(C3)C1)C2
 : 4 | -1.6 | -3 | 2 | 9 | -3 | 9 | 2 | 4
> Cc1ccc(CN2CCC(n3nccc3NC(=O)CCCc3ccccc3)CC2)o1
 : -6 | 0.5 | -4 | 1 | -11 | -2 | 19 | 11 | 18
> CS(=O)(=O)c1ccccc1C(=O)Nc1cc2c(cc1C(=O)O)OCCCO2
 : 6 | -0.5 | 0 | 0 | -6 | -3 | 16 | -7 | 7
> O=C(NC1CCCCC1)C(c1ccc(F)cc1)N(C(=O)c1csnn1)C1CCCC1 (stereo not drawn)
 : 24 | -1.2 | 0 | -1 | 7 | -2 | 32 | 13 | 10
> CCN(CC)S(=O)(=O)c1cc(C(=O)O)c(Cl)cc1Cl
 : 10 | -0.4 | -3 | -2 | 6 | -2 | 1 | -16 | -5
> COc1cccc(C(=O)NCCS(=O)(=O)N2CCCC2)c1
 : 0 | 1.0 | 3 | 4 | 4 | -1 | 23 | 1 | 0
> COc1ccc(C(C(=O)NC2CCCCC2)N(C(=O)CCl)c2ccc(C)cc2)cc1 (stereo not drawn)
 : 13 | 62* | -1 | -2 | 35 | 2 | 98* | 28 | 23
> O=C(COC(=O)/C=C/c1ccc(OC(F)F)cc1)NCc1cccs1
 : 7 | 0.8 | -3 | -3 | 2 | -5 | 5 | 13 | 31

Screens (PubChem BioAssay)
